Compound activity (PubChem BioAssay)
p53null 39C tox: qHTS Screen for Compounds that Selectively Target Cancer Cells with p53 Mutations: Cytotoxicity of p53 Null Cells at the Nonpermissive Temperature; H1299 p53-null (neo) cells, 39C, ATPlite viability, 24 h; Potency, µM (highest dose often 46.1 µM), inactives show at the highest dose activity, negative = cell killing, most hits filed as cytotoxic; 55,000 compounds, 0.97% hits; AID 904, 2007;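 further: potency means the concentration at half of the fitted maximal effect; 0% = DMSO only and -100% = full killing by 100 µM tamoxifen; nearly all actives have a fitted effect of over 50% in size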
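Temperature-shift cytotoxicity format: compound titrations on p53-null or A138V-expressing H1299 cells held 24 hr at 39C, cell ATP then measured, AC50 from Hill model.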
TSG101-PTAP inh: qHTS Validation Assay for Inhibitors of HIV-1 Budding by Blocking the Interaction of PTAP/TSG101: Sytravon Library Screen | Potency, µM (series often up to 115 µM), for the others: top-dose activity change, negative = inhibition, usual class: inhibitors | 44,000 tested, under 10 active | AID 1347069, 2019 | Fluorescence polarization, FITC-PTAP peptide/Tsg101, 20 min; further: potency means the concentration at half of the fitted maximal effect; 0% is about no effect
Target sequence (Q99816 whole entry, looked up): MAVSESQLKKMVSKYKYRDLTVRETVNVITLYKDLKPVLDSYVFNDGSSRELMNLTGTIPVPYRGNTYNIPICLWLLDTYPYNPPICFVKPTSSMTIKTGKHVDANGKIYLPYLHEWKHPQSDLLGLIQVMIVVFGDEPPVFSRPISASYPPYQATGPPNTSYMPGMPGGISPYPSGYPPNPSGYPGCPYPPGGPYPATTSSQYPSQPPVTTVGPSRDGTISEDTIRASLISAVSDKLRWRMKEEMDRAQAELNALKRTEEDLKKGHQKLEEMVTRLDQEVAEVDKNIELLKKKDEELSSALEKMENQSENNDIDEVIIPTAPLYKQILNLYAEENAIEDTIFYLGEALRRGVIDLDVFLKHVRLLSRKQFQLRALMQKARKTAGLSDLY
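Fluorescence polarization binding of Tsg101 binding domain (10 uM final) to FITC-labeled PTAP-motif peptide (50 nM final) in HEPES pH 7.5/NaCl/Tween 20/EDTA/TCEP buffer; 20 min at r.t. Actives by curve class, <25 µM, efficacy <60% inhibition.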
NTMT1 inh: Primary qHTS for Inhibitors of N-terminal methyltransferase 1 (NTMT1): MTaseGlo Assay; N-terminal Xaa-Pro-Lys N-methyltransferase 1 (Homo sapiens), Q9BV86; Potency, µM (titrated, usually from 114 µM), for inactives: at the top dose activity change, negative = inhibition, most hits filed as inhibitors; NTMT1 MTase-Glo SAH luminescence, purified enzyme; 59,000 compounds, 2.5% hits;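 further: potency means the concentration at half of the fitted maximal effect; plate controls were DMSO vehicle for no effect and no enzyme for full effect; nearly all actives have a fitted effect of over 65% in size; many of its hits are not listed in these tables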
Target sequence (Q9BV86 whole entry, looked up): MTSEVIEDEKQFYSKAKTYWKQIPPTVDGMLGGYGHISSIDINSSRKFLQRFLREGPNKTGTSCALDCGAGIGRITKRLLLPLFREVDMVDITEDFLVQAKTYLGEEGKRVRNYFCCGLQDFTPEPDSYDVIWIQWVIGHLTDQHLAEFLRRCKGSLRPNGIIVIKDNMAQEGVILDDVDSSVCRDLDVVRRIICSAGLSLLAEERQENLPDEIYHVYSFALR
FH mod: Identification of activators of human fumarate hydratase by quantitative high-throughput screening; Fumarate hydratase, mitochondrial (Homo sapiens), P07954; FH coupled MDH/diaphorase resazurin fluorescence, 15 min; Potency, µM (top dose mostly 79.9 µM), inactives show at the highest dose activity change, negative = inhibition, actives largely listed as inhibitors; 54,000 compounds, 0.22% hits; further: potency means the concentration at half of the fitted maximal effect; on the % scale 0 is the no-effect control and ±100 the full control effect; the screen sought activators but most active calls are inhibition curves; nearly all actives have a fitted effect of over 45% in size
p53null 32C kill: qHTS Screen for Compounds that Selectively Target Cancer Cells with p53 Mutations: Cytotoxicity of p53 Null Cells at the Permissive Temperature | AID 903, 2007 | Potency, µM (series often up to 46.1 µM), without a hit: at the top dose activity change, negative = cytotoxicity, actives largely listed as cytotoxic | H1299-neo p53 null cells, ATP luminescence, 24 h, 32C | 55,000 compounds, 0.62% hits;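 further: potency means the concentration at half of the fitted maximal effect; 0% = DMSO only and -100% = full killing by 100 µM tamoxifen; nearly all actives have a fitted effect of over 55% in size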
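H1299-neo, 600 cells/well; overnight 37C; cpd up to 46 uM, 24 h at 32C; ATPlite luminescence after 20 min RT; normalized to DMSO (0%) and tamoxifen 100 uM (100% kill); Hill-fit AC50.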
B2AR arrestin ag: qHTS assay of beta-arrestin-biased ligands of beta2-adrenergic receptor: NCGC Sytravon Library Screen. Beta-2 adrenergic receptor (Homo sapiens), P07550. HTLA Tango cells, beta-arrestin recruitment, luciferase luminescence, 18 h. Potency, µM (highest dose often 46.1 µM), without a hit: at the highest dose activation, usual class: activators. 44,000 tested, under 10 active. AID 1347077, 2019;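 further: potency means the concentration at half of the fitted maximal effect; 0% = DMSO and full agonism = EC100 isoproterenol or metaproterenol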
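Tango cells (recombinant beta2-AR, beta-arrestin, tTA-driven luciferase), 1500/well in DMEM 1% FBS, treated 18 h at 37 °C with compounds up to 46 µM; luciferin mix added, luminescence read after 15 min; %activity curves fitted and curve-classed.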
GALK inhibitor: qHTS Assay for Inhibitors of Human Galactokinase (GALK): NCGC Sytravon Library Screen; P51570; recombinant GALK, Kinase-Glo ATP luminescence, 1 h; AID 1347072, 2019; 44,000 tested, under 10 active; Potency, µM (series often up to 57.5 µM), for inactives: at the top dose activity, negative = inhibition, actives largely listed as inhibitors;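 further: plate controls were full GALK reaction for no effect and reaction lacking GALK for full effect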
Target sequence (P51570 whole entry, looked up): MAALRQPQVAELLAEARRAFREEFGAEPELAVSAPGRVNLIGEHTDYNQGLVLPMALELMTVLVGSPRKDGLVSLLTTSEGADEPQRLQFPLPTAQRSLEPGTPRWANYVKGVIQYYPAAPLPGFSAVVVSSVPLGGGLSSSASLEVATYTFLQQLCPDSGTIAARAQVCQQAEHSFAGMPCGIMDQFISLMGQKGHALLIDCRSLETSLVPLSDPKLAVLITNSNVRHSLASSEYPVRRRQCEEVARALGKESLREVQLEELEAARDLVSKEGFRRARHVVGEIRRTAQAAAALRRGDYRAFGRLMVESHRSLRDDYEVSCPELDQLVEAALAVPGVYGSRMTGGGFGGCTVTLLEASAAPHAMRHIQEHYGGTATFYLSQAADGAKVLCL
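5 nM GALK with 35 µM ATP and 100 µM galactose in HEPES pH 8.0, MgCl2, NaCl, DTT, BSA; 1 h RT reaction, remaining ATP detected by Kinase-Glo Plus luminescence after 10 min; qHTS concentration series.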
Active calls of the source: *; ? = inconclusive; / = not tested or not shown; [ ] = remark or other dose. The call rests on the fitted dose curve; in most records, active means well fitted curve in the direction sought with a large enough effect; inconclusive means small, poorly fitted or top-dose-only effect, or another doubt; inactive means no such curve, though single readings can be large; an effect the other way counts as inactive or inconclusive. Not all compounds are listed, so the mix of outcomes need not match the whole.

#1 CCCc1ccc(OC(C)c2nc(-c3ccc(-n4cccc4)cc3)no2)cc1 (centres undefined)
#2 COC(=O)c1ccc(NC(=O)CCc2c(C)nc3c(-c4ccccc4)c(C)nn3c2C)cc1
#3 CCc1ccccc1NC(=O)Cn1c(=O)n(-c2ccccc2)c(=O)c2oc3ccccc3c21
#4 O=C(C1CCCN(S(=O)(=O)c2cccc3nsnc23)C1)N1CCN(c2ccccc2)CC1 (centres undefined)
#5 CCOC(=O)c1ccc(NC(=O)Nc2c[nH]c(=O)[nH]c2=O)cc1
assay / compound,1,2,3,4,5
p53null 39C tox,11%,-6%,-24%,2%,12%
TSG101-PTAP inh,-2%,-1%,-2%,-7%,-4%
NTMT1 inh,4%,9%,14%,2%,-2%
FH mod,-11%,-5%,4%,0%,-24%
p53null 32C kill,-11%,?,4%,7%,-7%
B2AR arrestin ag,1%,0%,0%,0%,0%
GALK inhibitor,2%,-2%,0%,0%,0%

#6 Cc1ccccc1-c1nc(CN2CCC(C(=O)NCc3ccccc3Cl)CC2)c(C)o1
#7 O=C(CCS(=O)(=O)c1nc(-c2cccs2)cc(C(F)(F)F)n1)Nc1cc(Br)ccc1O
#8 COc1ccc(-c2cc(C(=O)NC(C)c3ccccc3)c3cc(C(C)C)ccc3n2)cc1 (centres undefined)
#9 Cc1c(CCNC(=O)c2ccc(Br)o2)sc2nc(-c3ccc(F)cc3)nn12
#10 CCOC(=O)c1cccc(NC(=O)NC(C)c2c(-n3cccc3)sc3c2CCN(C)C3)c1 (centres undefined)
assay / compound,6,7,8,9,10
p53null 39C tox,-22%,?,2%,?,3%
TSG101-PTAP inh,0%,-3%,1%,-5%,2%
NTMT1 inh,-14%,28%,13%,-1%,-5%
FH mod,-15%,-6%,1%,-20%,-9%
p53null 32C kill,0%,60%[activator],0%,?,3%
B2AR arrestin ag,0%,1%,0%,-4%,0%
GALK inhibitor,8%,2%,2%,-8%,0%

#11 CCc1ccc(CNC(=O)c2ccc3c(Cl)c4c(nc3c2)CCCC4)cc1
#12 CCOc1ccc(NC(=O)COc2ccc(S(=O)(=O)NC3CCCCC3)cc2)cc1
#13 CCOc1ccc(CCNC(=O)c2cn(-c3ccc(OC)cc3)c(=O)c3ccccc23)cc1OCC
#14 CCOc1ccccc1CNC(=O)c1ccc2c(c1)sc1nc(-c3cccc(OC)c3)cn12
#15 COc1ccc(NC(=O)Nc2ccccc2OCc2cc(=O)n3ccccc3n2)c(OC)c1
assay / compound,11,12,13,14,15
p53null 39C tox,?,-20%,64%[activator],-15%,?
TSG101-PTAP inh,-2%,-1%,-5%,1%,-8%
NTMT1 inh,1%,-12%,6%,4%,-19%
FH mod,-15%,-2%,-1%,-9%,-3%
p53null 32C kill,-2%,-2%,5%,-1%,?
B2AR arrestin ag,1%,-1%,1%,1%,1%
GALK inhibitor,0%,2%,0%,0%,-1%

Whole records from above:
Profile of CCOc1ccccc1CNC(=O)c1ccc2c(c1)sc1nc(-c3cccc(OC)c3)cn12 = p53null 39C tox: -15%; TSG101-PTAP inh: 1%; NTMT1 inh: 4%; FH mod: -9%; p53null 32C kill: -1%; B2AR arrestin ag: 1%; GALK inhibitor: 0%
Profile of CCOc1ccc(NC(=O)COc2ccc(S(=O)(=O)NC3CCCCC3)cc2)cc1 = p53null 39C tox: -20%; TSG101-PTAP inh: -1%; NTMT1 inh: -12%; FH mod: -2%; p53null 32C kill: -2%; B2AR arrestin ag: -1%; GALK inhibitor: 2%
Profile of CCc1ccc(CNC(=O)c2ccc3c(Cl)c4c(nc3c2)CCCC4)cc1 = p53null 39C tox: ?; TSG101-PTAP inh: -2%; NTMT1 inh: 1%; FH mod: -15%; p53null 32C kill: -2%; B2AR arrestin ag: 1%; GALK inhibitor: 0%

Continued.
#16 Cc1ccc(-n2ncc3c(NC4CCCCC4)ncnc32)cc1
#17 Cc1ccccc1C(=O)NC1(C(F)(F)F)C(=O)Nc2c1c(=O)[nH]c(=O)n2CCc1ccccc1 (centres undefined)
#18 Cc1ccc(N(C)C(=O)C2CCN(S(=O)(=O)c3ccc4c(c3)CCCN4C(=O)C3CCC3)CC2)cc1
#19 Cc1ccc(N2C(=O)c3n[nH]c(C)c3C2c2ccc(Cl)cc2)cc1 (centres undefined)
#20 Cc1ccc2c(=O)cc(C(=O)Nc3sc4c(c3C(=O)NCC3CCCO3)CCCC4)oc2c1 (centres undefined)
assay / compound,16,17,18,19,20
p53null 39C tox,?,26%,13%,-13%,40%[activator]
TSG101-PTAP inh,-3%,1%,-3%,-6%,-3%
NTMT1 inh,3%,10%,0%,1%,6%
FH mod,4%,4%,-25%,-10%,-7%
p53null 32C kill,?,7%,9%,-12%,-3%
B2AR arrestin ag,-1%,7%,1%,2%,-1%
GALK inhibitor,0%,0%,-7%,-1%,-10%

#21 O=c1[nH]c(SCc2c(F)cccc2Cl)nc2c1CCC2
#22 CCS(=O)(=O)N1CC(=O)N(c2cc(C)ccc2C)C(C)(C(=O)NC2CCCCC2)C1 (centres undefined)
#23 COc1ccc(OC)c(C2CC(=O)Nc3c2c(=O)[nH]c2ncnn32)c1 (centres undefined)
#24 CC(=O)c1ccc(NC(=O)CSc2c(C(C)C)cnc3c2c(=O)n(C)c(=O)n3C)cc1
#25 COc1ccc(C)cc1NC(=O)CN(c1cc(C(F)(F)F)ccc1Cl)S(C)(=O)=O
assay / compound,21,22,23,24,25
p53null 39C tox,2%,-6%,-15%,4%,-17%
TSG101-PTAP inh,-4%,0%,-4%,-1%,-2%
NTMT1 inh,13%,6%,5%,?,-2%
FH mod,2%,-2%,15%,-6%,-12%
p53null 32C kill,6%,0%,-1%[9.22 µM],-11%,3%
B2AR arrestin ag,-1%,2%,1%,2%,1%
GALK inhibitor,3%,1%,-2%,0%,-1%

#26 Cc1cccc(N2CCN(C(=O)C3CCCN(C(=O)c4cc5sccc5n4C)C3)CC2)c1C (centres undefined)
#27 COc1cc2c(cc1NC(=O)COc1cc(C)ccc1C)oc1ccccc12
#28 COc1ccccc1-c1nc2cc(NC(=O)c3ccccc3Cl)ccc2o1
#29 Cc1ccc(NC(=O)N2CC=C(c3c[nH]c4ccccc34)CC2)cc1Cl
#30 CCOc1ccc(CNC(=O)c2ccc(-c3nc(CSc4ccc(C)cc4)c(C)o3)cc2)cc1
assay / compound,26,27,28,29,30
p53null 39C tox,49%,10%,?,9%,-13%
TSG101-PTAP inh,1%,-2%,6%,51%[activator],1%
NTMT1 inh,-5%,2%,-10%,-7%,5%
FH mod,-29%,17%,-10%,-25%,9%
p53null 32C kill,37%[activator],9%,-21%,17%,-2%
B2AR arrestin ag,1%,0%,1%,-2%,0%
GALK inhibitor,4%,-3%,0%,-3%,1%

#31 COc1ccccc1C(=O)NCC(c1cccnc1)N1CCc2ccccc2C1 (centres undefined)
#32 COc1ccccc1N1CCN(C(=O)c2nn(-c3ccc(C)cc3)c(=O)n(C)c2=O)CC1
#33 Cc1nn(C)c2c1c(-c1ccccc1)cc(=O)n2Cc1ccccc1C#N
#34 CCn1cc(C(=O)NCCc2ccccc2)c(=O)c2cc(S(=O)(=O)N3CCOCC3)ccc21
#35 Cc1cccc(OCCn2c(-c3ccc(Cl)cc3)nc3ccccc3c2=O)c1
assay / compound,31,32,33,34,35
p53null 39C tox,-23%,?,29%,-4%,7%
TSG101-PTAP inh,-4%,0%,0%,-2%,-8%
NTMT1 inh,0%,3%,-1%,?,/
FH mod,0%,1%,-22%,-18%,/
p53null 32C kill,-8%,-1%,22%,1%,-6%
B2AR arrestin ag,-1%,0%,-1%,1%,-1%
GALK inhibitor,1%,1%,0%,-2%,0%

#36 COc1ccc(NC(=O)Cn2cc(S(=O)(=O)N3CCC(C)CC3)c3ccccc3c2=O)cc1Cl
#37 CCCOc1ccccc1C1C(C(=O)Nc2ccccc2)=C(C)Nc2nnnn21 (centres undefined)
#38 CC1CCc2nc(NC(=O)Cc3ccc(Cl)cc3)sc2C1 (centres undefined)
#39 COc1cc(NC(=O)CSc2nc3nc(C)c(Cc4ccccc4)c(C)n3n2)cc(OC)c1OC
#40 COCCNC(=O)CSc1nc2cc3c(cc2c(=O)n1CCCCCC(=O)NCc1ccc(OC)cc1)OCO3
assay / compound,36,37,38,39,40
p53null 39C tox,-12%,2%,11%,-2%,5%
TSG101-PTAP inh,1%,1%,-3%,-29%,-6%
NTMT1 inh,16%,6%,3%,?,-22%
FH mod,-21%,-7%,?,?,-17%
p53null 32C kill,10%,12%,47%[activator],-4%,-10%
B2AR arrestin ag,-2%,-1%,-4%,3%,-1%
GALK inhibitor,2%,2%,0%,-5%,-1%

#41 Cc1ccc(NC(=O)Cn2c(=O)n(Cc3ccco3)c(=O)c3sc4ccccc4c32)c(C)c1
#42 Cc1ccc2occ(CC(=O)N(Cc3ccc(N(C)C)cc3)C3CCS(=O)(=O)C3)c2c1 (centres undefined)
#43 CS(=O)(=O)c1ccccc1-c1nnc(NC(=O)c2ccc3c(c2)OCCO3)o1
#44 CC(=O)N1CCCc2cc(S(=O)(=O)N3CCN(c4ccccc4F)CC3)ccc21
#45 COc1ccccc1NC(=O)c1oc2ccccc2c1NC(=O)c1ccccc1C(F)(F)F
assay / compound,41,42,43,44,45
p53null 39C tox,-14%,10%,?,18%,-23%
TSG101-PTAP inh,-4%,-2%,-4%,-3%,4%
NTMT1 inh,5%,-4%,16%,-14%,8%
FH mod,0%,-22%,27%,-9%,-4%
p53null 32C kill,?,-4%,-28%,6%,-16%
B2AR arrestin ag,-2%,-1%,0%,0%,1%
GALK inhibitor,-1%,0%,1%,-5%,-8%

#46 Cc1nnc(N2CCN(c3ccccc3F)CC2)c2c1nnn2Cc1ccccc1Cl
#47 CCc1ccc(NC(=O)CN2C(=O)C(c3ccc(C)cc3)=NC23CCCCC3)cc1
#48 O=S(=O)(NCC(c1ccco1)N1CCN(c2ccc(F)cc2)CC1)c1cc(F)ccc1F (centres undefined)
#49 Cn1nnc2c(NCc3ccc(Cl)cc3)ncnc21
assay / compound,46,47,48,49
p53null 39C tox,-3%,4%,5%,24%
TSG101-PTAP inh,-1%,0%,-2%,-9%
NTMT1 inh,24%,1%,?,3%
FH mod,-20%,-19%,-9%,10%
p53null 32C kill,-5%,16%,7%,8%
B2AR arrestin ag,-1%,-1%,-2%,-3%
GALK inhibitor,1%,-11%,2%,3%
